Growth percent in the NCI-60 one-dose screen (48 h, 10 µM unless noted): 100 = growth as untreated, 0 = no growth, -100 = all killed.
M14: M14 melanoma. 80,000 compounds, 6.2% hits
SK-MEL-5: SK-MEL-5 melanoma. 80,000 compounds, 6.4% hits. AID 1794755
UACC-257: UACC-257 melanoma | AID 1794764 | 78,000 compounds, 4.4% hits
EKVX: EKVX NSCLC; AID 1794765; 71,000 compounds, 3% hits
UACC-62: UACC-62 melanoma | 81,000 compounds, 5.4% hits
SK-MEL-2: SK-MEL-2 melanoma; 77,000 compounds, 4.7% hits; AID 1794763
MALME-3M: MALME-3M melanoma; 78,000 compounds, 5.8% hits; AID 1794766
A549/ATCC: A549/ATCC NSCLC; 81,000 compounds, 3.7% hits
* marks the source's active call; other numbers are inactive results; · = not tested or not shown. The calls were made as follows: active = growth percent below 10; inactive = the rest.

SMILES | M14 | SK-MEL-5 | UACC-257 | EKVX | UACC-62 | SK-MEL-2 | MALME-3M | A549/ATCC
COc1ccc(-c2nn(-c3cccc(NC(=O)Nc4ccccc4)c3)cc2-c2ccncc2)cc1Cl | 9.9* | 42 | -33* | · | 46 | · | 18 | -4.4*
O=[N+]([O-])c1ccc(N2CCCC2)c([N+](=O)[O-])c1 | 102 | 95 | 94 | 81 | 92 | 119 | 93 | 95
CN(/C(N)=N/N=C/c1c2ccccc2cc2ccccc12)C1CCCCC1 | 38 | 12 | 64 | 50 | 48 | 86 | 40 | 43
c1cnc2c(c1)CCC[C@@H]2N(CCCN1CCNCC1)Cc1nc2ccccc2[nH]1 | 98 | 98 | 87 | 83 | 79 | 94 | 99 | 90
Cc1[nH]c(-c2nc3ccccc3[nH]2)c(C)c1C(=O)N1CCOCC1 | 95 | 99 | 94 | 91 | 90 | 100 | 96 | 101
Cc1cc2c(c(C)c1Cl)C(=O)/C(=C/c1cccc(O)c1)O2 | 92 | 88 | 105 | 75 | 71 | 101 | 94 | 90
CCc1ccc2c(c1)N(CCO)C1=C(C(=O)OC1)C2c1cccc(Br)c1 (stereo unspecified) | 11 | 33 | 63 | 47 | 36 | · | · | 29
C=CCn1cc(COc2cccnc2NC(=O)c2ccccc2)nn1 | 95 | 94 | 104 | 89 | 97 | 110 | 104 | 103
NC(=S)c1ccc(N)cc1 | 92 | 101 | 91 | 96 | 99 | · | 92 | 94
CC1=CC(=O)C(c2ccc(O)cc2O)=CC1=O | 93 | 100 | 107 | 93 | 93 | 96 | 95 | 98
O=C1NC(=O)C(Cc2ccc(Cl)cc2)(c2ccccc2)N1 (stereo unspecified) | 97 | 108 | 106 | 103 | 96 | 104 | 121 | 107
COc1ccc(C(=O)/C=C/c2cc(-c3cc(OC)c(OC)c(OC)c3)n[nH]2)cc1OC | -7.1* | 12 | 25 | · | 34 | 23 | -76* | 31
Brc1cc2c(c3ccccc13)N1O[C@@H](C2)C[C@H]1c1ccco1 | 90 | 95 | 93 | 94 | 92 | · | 101 | 89
COc1ccc(OC)c2c(=O)cc(C(=O)O)[nH]c12 | 94 | 102 | 100 | 105 | 104 | 95 | 91 | 102
CCc1cc(C)cc(O)c1 | 103 | 105 | 96 | 101 | 108 | · | 112 | 108
Cn1c2c(cc(S(=O)(=O)c3ccccc3)c1=O)CCc1c-2cnn1-c1ccc(Cl)cc1 | 64 | 6.7* | 12 | 6.0* | 35 | -9.1* | -71* | 8.5*
O=C1NC(=S)NC(=O)C1=Cc1cccc(Cl)c1 | 97 | 114 | 107 | · | 112 | 103 | · | 101
CC1(C)C(=O)CC[C@]2(C)[C@H]3CC=C4[C@@H]5C[C@@](C)(c6nnc(-c7ccncc7)o6)CC[C@]5(C)CC[C@@]4(C)[C@]3(C)CC[C@@H]12 | 107 | 99 | 105 | 102 | 95 | 109 | 110 | 104
CCS(=O)(=O)Oc1ccc(-c2ccc3sccc3c2)cc1 | 97 | 94 | 120 | 97 | 79 | 108 | 114 | 103
COc1ccc(C(O)CCl)c2ccccc12 (stereo unspecified) | 105 | 104 | · | 89 | 89 | 113 | 99 | 92
CCN(C(=S)Nc1cccc(C(F)(F)F)c1)c1ccccc1 | 99 | 100 | 100 | · | 95 | 115 | 91 | 89
O=C1NC(=S)N/C1=C\c1ccc(Cl)c(Cl)c1 | 95 | 95 | 101 | 76 | · | 89 | 85 | 90
COc1cc(C(=O)NC(=S)NCc2ccncc2)cc(OC)c1OC | 106 | 90 | 103 | 99 | 99 | 90 | 104 | 99
COc1ccc(C(=O)NNc2nc(N3CCOCC3)nc(N3CCN(C(c4ccccc4)c4ccccc4)CC3)n2)cc1 | 110 | 85 | 95 | 95 | 80 | 107 | 89 | 86
C#CCN=C[C@]12CC[C@@H](C(=C)C)[C@@H]1[C@H]1CC[C@@H]3[C@@]4(C)CCC(=O)C(C)(C)[C@@H]4CC[C@@]3(C)[C@]1(C)CC2 | 63 | 25 | 56 | 68 | 38 | 92 | 82 | 46
Next compounds.
SMILES | M14 | SK-MEL-5 | UACC-257 | EKVX | UACC-62 | SK-MEL-2 | MALME-3M | A549/ATCC
COc1cccc(-c2cc(-c3ccc(NS(C)(=O)=O)cc3)[nH]c(=O)c2C#N)c1 | 106 | 100 | 102 | 105 | 90 | 105 | 93 | 103
Cn1cc(-c2cc(N)n3nc(-c4c[nH]c5ccc(F)cc45)cc3n2)c2cccnc21 | -89* | -98* | -87* | -65* | -94* | 87 | -93* | -87*
CCOC(=O)c1cnn(C)c1N | 108 | 107 | 109 | 103 | 105 | 97 | 111 | 99
CCCCCC(=O)OC(C)COc1ccccc1 (stereo unspecified) | 99 | 101 | 101 | 98 | 109 | 104 | 84 | 104
O=C(/C=C/c1cccc2ccccc12)CC(=O)/C=C/c1cccc2ccccc12 | 100 | 109 | 100 | 104 | 110 | · | 107 | 92
CCOC(=O)c1nn(-c2ccc(C)cc2)cc1C(=O)c1cc2c(ccc3ccccc32)oc1=O | 101 | 93 | 94 | 84 | 67 | 97 | · | 92
CC(C)(C)NC(=O)C(OC(=O)c1cccc(Cl)c1)c1ccc(Cl)cc1 (stereo unspecified) | 94 | 98 | 97 | 109 | 104 | 96 | 103 | 91
C=C1C(=O)O[C@H]2[C@H]1CC/C(COC(=O)c1cc3cc(Cl)ccc3[nH]1)=C\CC[C@@]1(C)O[C@@H]21 | -57* | -89* | -76* | -83* | -79* | -84* | -77* | -68*
COc1cc(/C=C2/C(=O)Nc3ccc(Cl)cc32)ccc1OCc1ccc(F)cc1 | 98 | 91 | 108 | 73 | 73 | 108 | 81 | 93
CC(C)Cc1ccc(CC(C)C)c(O)c1 | 105 | · | 99 | 111 | 98 | 127 | 100 | 108
Cc1nc(C#N)c(N2CCC(c3nc(-c4ccc(F)cc4)no3)CC2)o1 | 99 | 100 | 102 | 90 | 92 | 112 | 96 | 103
C/C(=C(/C)C1CC1CCNC1CCC(NC(=O)OC(C)(C)C)CC1)c1ccccc1 (stereo unspecified) | 21 | 46 | 55 | 74 | 83 | 96 | 37 | 73
COc1ccc(C(=O)C/C(=C\c2ccc(O)c(OC)c2)C(=O)NCc2ccccc2)cc1 | 95 | 84 | 94 | 93 | 96 | 88 | 97 | 81
CC(C)C[C@H](NC(=O)[C@H](C)n1ccc2ncccc2c1=O)B(O)O | 100 | 103 | 96 | · | 104 | 98 | 104 | 99
COc1cc(/C=C/C(=O)c2ccc(Cl)cc2)cc(CN2CCCCC2)c1O | 91 | 91 | 92 | 89 | 87 | 108 | 82 | 95
CC(=O)OCC1OC(n2cc(COc3ccc4ccc(=O)oc4c3)nn2)C(OC(C)=O)C(OC(C)=O)C1OC(C)=O (stereo unspecified) | 106 | 98 | 108 | 99 | 91 | 106 | 93 | 101
C=CCn1c(SCC(=O)Nc2ccc(C(=O)/C=C/c3ccc(OC)cc3)cc2)nnc1-c1ccc(OC)c(OC)c1 | 90 | 63 | 85 | 107 | 76 | 89 | 110 | 86
COc1ccc2c(c1)/C(=C\c1c[nH]c3ccccc13)C(=O)N2 | 111 | 81 | 104 | 76 | 82 | · | · | 80
COc1c(N2CC3CCCNC3C2)c(F)cc2c(=O)c(C(=O)N/N=C/c3ccc4c(c3)OCO4)cn(C3CC3)c12 (stereo unspecified) | · | 23 | 85 | 67 | 91 | 103 | 90 | 70
COc1cccc(/C=C/C(=O)c2cc3c(N)c(C(=O)Nc4cccc(Cl)c4C)sc3nc2C)c1 | -28* | -31* | 57 | 40 | 1.7* | -17* | 15 | 3.8*
CCCCC(=O)N1CCCC(C)C1 (stereo unspecified) | 102 | 104 | 94 | 99 | 95 | 100 | 93 | 101
CC(=O)OC1CCC2C3CCc4cc(OP(=O)(N5CC5)N5CC5)ccc4C3CCC12C (stereo unspecified) | 99 | 103 | 102 | · | 100 | 113 | 106 | 99
COc1ccc(-c2c(-c3nc4ccccc4s3)c(N)nc3c(C(N)=O)c(Nc4ccc(Cl)cc4)nn23)cc1 | 102 | 102 | 132 | 93 | 94 | 103 | 104 | 112
CN(N)c1cn[nH]c(=O)c1Cl | 102 | 101 | 92 | 108 | 91 | 104 | · | 88
CC1(C)N=C(Oc2cc(Cl)cc(Cl)c2)NC(=S)N1 | 108 | 104 | 108 | 101 | 92 | 119 | 104 | 100
The listing continues.
SMILES | M14 | SK-MEL-5 | UACC-257 | EKVX | UACC-62 | SK-MEL-2 | MALME-3M | A549/ATCC
O=C(Nc1ccccc1F)Nc1ccccc1Cl | 100 | 84 | 96 | 73 | 73 | 109 | 74 | 88
CCOc1ccc2nc(N(C=O)Cc3ccc(C(C)C)cc3)sc2c1 | 97 | 101 | 109 | 97 | 93 | 109 | 106 | 101
Cc1cc(C)c2c(=O)[nH]c(=S)[nH]c2n1 | 98 | 102 | 105 | 97 | 93 | 86 | 87 | 79
O=C(CSc1nc2ccccc2c(=O)n1-c1ccc(Cl)cc1)Nc1ccc(-c2nc3ccccc3[nH]2)cc1 | -37* | 48 | 13 | 27 | -12* | 82 | -78* | -17*
CSC[C@H](NC(=O)COc1cccc2cnccc12)C(=O)NC(Cc1ccccc1)C(O)C(=O)N1CSC[C@H]1C(=O)NC(C)(C)C (stereo partly specified) | 99 | 102 | 106 | 103 | 98 | 113 | 105 | 110
NC(=O)n1[nH]c(N)c(N=Nc2ccc(S(=O)(=O)N=C(N)N)cc2)c1=O | 103 | 100 | 115 | 106 | 95 | · | 93 | 103
COc1ccc2cc(S(=O)(=O)O)ccc2c1N | · | 103 | 115 | 104 | 88 | 109 | 131 | 113
CCC(O)(CC)C(F)(F)Cl | 98 | 102 | 110 | · | 104 | 109 | 111 | 102
O=C1c2ccccc2CC2(O)C(c3ccccc3)NCC(O)CN12 (stereo unspecified) | 105 | 99 | 97 | 103 | 96 | 109 | 107 | 99
CCC(=O)c1c(C)[nH]c(C)c1C | 90 | 89 | 99 | 103 | 96 | 17 | 116 | 86
CCCCCCCCCC(=O)CCCCCCC | 98 | 99 | · | · | 99 | 101 | 103 | ·
CN1C(=O)/C(=C\c2ccc(F)cc2)c2ccccc21 | 100 | 90 | 92 | 65 | 72 | 97 | 101 | 91
NC(=O)SCC(=O)Nc1ccc(O)cc1 | 95 | 108 | 94 | 113 | 90 | 83 | 121 | 97
CCC1(c2ccc(Cl)cc2)SCCS1 | · | 106 | 86 | 109 | 93 | 95 | 97 | 89
O=S(=O)(Nc1ccc(Cl)c(F)c1)c1ccc(-c2cnc(C3CC3)o2)cc1 | 20 | 17 | 53 | 34 | 25 | 32 | 35 | 30
Cc1ccc(-c2nc(NS(=O)(=O)c3ccccc3)nc(Nc3ccccc3)c2C#N)cc1 | 110 | 100 | 94 | 92 | 78 | 94 | 92 | 106
CC(C)[C@@H]1COC(C(Cc2ccc(C(C)(C)C)cc2)(Cc2ccc(C(C)(C)C)cc2)C2=N[C@H](C(C)C)CO2)=N1 | 101 | 102 | 103 | 98 | 95 | 103 | 98 | 102
Cc1sc2c(c1C)c(=O)nc1c(-c3ccccc3)n[nH]n12 | 100 | 103 | · | 91 | 103 | 100 | 100 | 94
N#C/C(=C\c1ccc(Br)cc1)n1nnc2ccccc21 | 11 | 6.3* | 13 | 20 | 14 | -1.8* | 24 | 18
Cc1ccc2c(c1)C(=O)[C@]1(O)CCN(c3ccc4nc(C)ccc4c3)C1=N2 | 108 | 78 | 99 | 70 | 84 | · | 89 | 79
N#Cc1c(NC(=O)c2ccco2)[n+]([O-])c2cc(F)c(F)cc2[n+]1[O-] | 112 | 61 | · | 109 | 88 | 97 | 116 | 97
C=C(C)[C@@H]1CC[C@]2(C(=O)NC3CCCCC3)CC[C@]3(C)[C@H](CC[C@@H]4[C@@]5(C)C/C(=C/c6cccnc6)C(=O)C(C)(C)[C@@H]5CC[C@]43C)[C@@H]12 | 99 | 90 | 90 | 95 | 68 | 101 | 102 | 83
CC/C(Cc1ccccc1)=C(/c1ccc(O)cc1)c1ccc(OCCN(CC)CC)cc1 | 96 | 99 | 88 | 92 | 103 | 104 | 104 | 86
COc1ccc(-c2cc(-c3cccnc3)nc(SCC(=O)c3ccccc3)c2C#N)cc1OC | 110 | 81 | 114 | · | 101 | · | 98 | 88
CC(=O)CC(c1ccccc1)c1c(-c2ccccc2)n(C)c2ccccc12 (stereo unspecified) | 99 | 104 | 105 | 90 | 81 | 100 | 104 | 87
CCOC(=O)c1nc2ccccc2[nH]c1=O | 106 | 109 | 100 | 96 | 108 | 107 | 100 | 95
Fc1ccc(NCn2nc(-c3cnccn3)oc2=S)cc1 | 71 | 94 | 73 | 89 | 58 | 108 | 100 | 59

Reformatted with values under each structure: entries from further up
Below each SMILES: M14 | SK-MEL-5 | UACC-257 | EKVX | UACC-62 | SK-MEL-2 | MALME-3M | A549/ATCC
> COc1ccc2cc(S(=O)(=O)O)ccc2c1N
    · | 103 | 115 | 104 | 88 | 109 | 131 | 113
> CCC(O)(CC)C(F)(F)Cl
    98 | 102 | 110 | · | 104 | 109 | 111 | 102
> O=C1c2ccccc2CC2(O)C(c3ccccc3)NCC(O)CN12 (stereo unspecified)
    105 | 99 | 97 | 103 | 96 | 109 | 107 | 99
> CCC(=O)c1c(C)[nH]c(C)c1C
    90 | 89 | 99 | 103 | 96 | 17 | 116 | 86
> CCCCCCCCCC(=O)CCCCCCC
    98 | 99 | · | · | 99 | 101 | 103 | ·

One compound at a time, from the list above. Values in the order: M14 | SK-MEL-5 | UACC-257 | EKVX | UACC-62 | SK-MEL-2 | MALME-3M | A549/ATCC
CCCCCCCCCC(=O)CCCCCCC is listed as 98 | 99 | · | · | 99 | 101 | 103 | ·
Cc1ccc2c(c1)C(=O)[C@]1(O)CCN(c3ccc4nc(C)ccc4c3)C1=N2 is listed as 108 | 78 | 99 | 70 | 84 | · | 89 | 79
CCC(=O)c1c(C)[nH]c(C)c1C is listed as 90 | 89 | 99 | 103 | 96 | 17 | 116 | 86
COc1ccc(-c2cc(-c3cccnc3)nc(SCC(=O)c3ccccc3)c2C#N)cc1OC is listed as 110 | 81 | 114 | · | 101 | · | 98 | 88
